MC4R barr agon: activates human MC4R beta-arrestin recruitment; 0.98% of 360,000 active; U2OS MC4R beta-arrestin complementation, luminescence; percent of melanotan II response, DMSO zero; P32245; activation, % at 8.9 µM;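 active means activation above a per-plate cutoff, the mean activation of sample wells on that plate plus 3 SD, cut at about 8% in these data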
ABHD5-PLIN5 inh: ABHD5-PLIN5 protein interaction inhibition; Q00G26+Q8WTS1; Split G. princeps luciferase complementation, luminescence, 4 h; inhibition, % at 4 µM; 0.78% of 360,000 active;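 active means inhibition above the mean inhibition across every tested compound plus 3 SD, cut at about 22% in these data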;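 further: 0% = DMSO only wells and the 100% control is not disclosed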
SRC2 inh: inhibits human steroid receptor coactivator 2; 0.17% of 370,000 active; HEK293 GAL4-SRC2 luciferase reporter, luminescence; Q15596; inhibition, % at 9 µM;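 active means inhibition above the mean inhibition of all tested compounds plus 3 SD, set per campaign, cut at about 52% in these data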;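 further: 0% = DMSO treated cells and 100% = cells given Gossypol at 36 µM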
NOD2 RIPK2 PPI: blocks binding of human NOD2 to RIPK2. 0.38% of 360,000 active. CHO BLA complementation NOD2-RIPK2, CCF4 ratio. AID 624267. inhibition, % at 4.98 µM; in the data active means inhibition above about 21%;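 further: 0% = vehicle only and 100% = reference blocker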
MC4R antagonist: blocks human MC4R cAMP signaling. P32245. MC4R-expressing cells, MTII-stimulated cAMP, LANCE TR-FRET. inhibition, % at 6.5 µM. 0.48% of 360,000 active;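 active means inhibition above its plate's cutoff, the mean of tested wells on that plate plus 3 SD, cut at about 29% in these data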;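 further: 0% = Melanotan II alone and 100% = Melanotan II plus saturating MCL0020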
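Material – human MC4R-expressing U2OS cells · Repeats – no replicates · Detection – TR-FRET with Eu-cAMP and labeled anti-cAMP, 671 nm · Times – compound 30 min, challenge 1 h, detection 1 h · Compound – single nominal compound dose of 6.5 µM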
Cardio protect: protects H9c2 cardiomyocytes from peroxide injury; protection from H2O2 cell death, % at 20 µM; H2O2 injury protection, ATPLite, 2 h; AID 588492; 0.63% of 360,000 active;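 active means compounds giving at least 50% protection of heart cells from peroxide-induced death in the single-dose screen, raw or plate-pattern-corrected value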;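 further: 0% = DMSO wells with peroxide and 100% = DMSO wells without peroxide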
Glyco luc inh: blocks N-linked glycosylation in D54 reporter cells | D54 ERlucT glycosylation luciferase reporter, 24 h; percent of 100 nM tunicamycin response | reporter increase, % at 12.5 µM | 0.23% of 360,000 active | AID 588692;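 active means mean luciferase reporter signal, scaled so untreated is 0 and the glycosylation-blocking control 100, at or above a set limit in every replicate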;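 further: luciferase carries N-glycosylation sites so blocking glycosylation raises the light; 0% = median of neutral control wells and 100% = median of 100 nM tunicamycin wells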
m5-HT2A agonist: mouse HTR2A agonism via beta-arrestin recruitment. P35363. CHO-K1 mHTR2A beta-arrestin complementation, luminescence; percent of 30 µM serotonin response. activation, % at 7.6 µM. 0.66% of 360,000 active;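 active means activation above a run cutoff, the mean activation of all tested compounds plus 3 SD, cut at about 14% in these data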;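 further: 0% = plate median of compound wells and 100% = 30 µM serotonin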
TLR9-MyD88 inh: inhibitors of human TLR9-MyD88 binding | Q9NR96+Q99836 | CHO BLA complementation TLR9-MyD88, CCF4 FRET ratio | inhibition, % at 4.98 µM | 0.21% of 340,000 active;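 active means inhibition above the mean over all tested compounds plus 3 SD, cut at about 21% in these data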;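 further: 0% = DMSO only wells and 100% = clavulanate BLA inhibitor control wells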
ABCB6 inh MLPCN: human ABCB6 transporter inhibition; Q9NP58; K562-ABCB6 porphyrin accumulation, flow cytometry, 1 h; hits give low values; fluorescence ratio to DMSO, % at 10 µM; 0.19% of 360,000 active; AID 602162;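 active means fluorescence ratio to DMSO below 75%, the collection mean minus 3 SD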;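 further: signal is porphyrin accumulated inside mitochondria; 100% equals median channel fluorescence of DMSO control wells; lower ratio means ABCB6 inhibition with less porphyrin fluorescence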
Starred values were filed as active, the others as inactive; x = no result given.

SMILES	MC4R barr agon	ABHD5-PLIN5 inh	SRC2 inh	NOD2 RIPK2 PPI	MC4R antagonist	Cardio protect	Glyco luc inh	m5-HT2A agonist	TLR9-MyD88 inh	ABCB6 inh MLPCN
ONC(=Nc1ccccc1)c1ccccc1Cl	-0.9	3	5	1	-1	0	0	6	3	93
CC1CCCCC12NC(=O)N(CC(=O)NCCc1ccc(S(N)(=O)=O)cc1)C2=O (configuration not stated)	-0.8	2	-15	14	2	-2	1	-4	-2	98
CC(C)(C)C(=O)C[n+]1ccccc1	1.9	1	0	-2	16	-2	2	-1	0	92
COc1cccc(S(=O)(=O)Nc2cccc(C(=O)N3CCOCC3)c2)c1	-0.7	3	-1	-6	10	-14	0	0	-3	94
COc1ccc(N2C(=O)CC(n3cnc4ccccc43)C2=O)cc1 (configuration not stated)	0.9	0	-18	-7	21	-4	1	0	-6	103
CCOc1cc(C(=O)Nc2cc(C)ccc2OC)ccc1OCC(=O)N1CCCCC1	2.1	9	10	-25	-2	3	-2	1	3	96
O=C(NCCc1ccccc1)c1cccnc1	-1.8	-4	-50	1	4	1	-1	3	-7	85
Cn1c(=O)oc2cc(S(=O)(=O)Nc3cccc(F)c3)ccc21	-1.8	2	0	0	9	13	0	-1	-7	100
CC(c1ccon1)N(C)Cc1cn(Cc2ccccc2)nc1-c1ccc2c(c1)OCO2 (configuration not stated)	1.8	2	4	-9	0	2	0	3	-8	99
CCN1C(=O)[C@H]2[C@@H](c3ccccc3)N3C(=O)N(c4cccc(F)c4)C(=O)[C@@]3(CC(C)C)[C@H]2C1=O	-1.5	3	x	-12	-1	0	2	-5	-7	96
COc1cccc(N2C(=O)CC(N3CCN(CCN=CC4=C(O)CC(C)(C)CC4=O)CC3)C2=O)c1 (configuration not stated)	-0.8	1	-16	-10	6	5	1	6	3	98
CCCCC(=O)Nc1ccc(N2CCN(C(=O)c3ccco3)CC2)cc1	-1.8	11	13	-9	5	-3	1	7	-14	97
O=C(Cc1c(F)cccc1Cl)Nc1ccccc1C(=O)N1CCOCC1	-1.4	-1	-18	7	3	-1	x	-4	-15	96
O=C(Nc1ccc2c(c1)OCO2)c1cc(Cl)ccn1	-0.7	-11	-76	11	1	-12	-6	-5	0	104
Cc1ccccc1CN1C(=O)C(C)S/C1=N/N=C/c1ccco1 (configuration not stated)	3.2	-3	0	-5	14	-1	-7	-2	-2	100
Cc1ccccc1Cn1cc(S(=O)(=O)c2ccc(C(C)C)cc2)c(=O)c2cc3c(cc21)OCO3	-0.8	-4	0	1	15	-2	-3	-5	7	97
Cc1ccccc1OCCC(=O)NNC(=O)c1ccccc1F	-1.7	-8	-15	-4	5	3	3	-1	3	96
Cn1c(NC(=O)c2ccccc2NC(=O)C(C)(C)C)nc2ccccc21	1.4	-9	7	-3	7	-31	-1	-3	8	104
Cc1ccc(S(=O)(=O)N(C)C[C@H]2OCCCC[C@@H](C)Oc3ccc(N(C)C)cc3C(=O)N([C@H](C)CO)C[C@@H]2C)cc1	0.9	-5	-5	0	9	5	2	-3	0	103
Clc1ccc(-c2cnn3c(-c4ccncc4)ccnc23)cc1	-0.7	-2	-80	-6	6	-9	-12	-2	-1	97
CCOC(=O)N1CCN(c2c(N3CCN(c4cccc(C(F)(F)F)c4)CC3)c(=O)c2=O)CC1	-0.8	-3	x	-4	11	1	1	1	0	97
O=C1OCCC1Sc1nc2ccccc2[nH]1 (configuration not stated)	3.7	8	-2	-9	8	-5	3	0	-1	108
C[C@@H]1CN([C@@H](C)CO)C(=O)CCCn2cc(nn2)CO[C@H]1CN(C)S(=O)(=O)c1ccc(-c2ccccc2)cc1	-0.2	4	-15	-23	-2	-11	1	-1	6	89
CCN(CC)S(=O)(=O)c1ccc(N2CCCCC2)c(NC(=O)/C=C/c2ccc(OC)c(OC)c2)c1	-0.4	1	-39	-10	9	-5	-7	-2	-6	99
O=C(NCCCC(=O)N1CCCCC1)c1ccc(Cl)cc1	-1.6	1	-4	-5	6	1	2	2	-3	102

(list continues)
SMILES	MC4R barr agon	ABHD5-PLIN5 inh	SRC2 inh	NOD2 RIPK2 PPI	MC4R antagonist	Cardio protect	Glyco luc inh	m5-HT2A agonist	TLR9-MyD88 inh	ABCB6 inh MLPCN
COc1ccc(C2C=CC(=O)CC2)c(OC)c1 (configuration not stated)	x	16	12	-2	x	x	x	-4	x	97
Cc1nc2ccccc2nc(C)c1=NOCC(=O)N(c1ccccc1)C(C)C	-0.9	4	-53	2	10	10	-1	2	-7	96
CN(CCCNC(=O)CCCOc1cc(=O)n(C)c2ccccc12)Cc1ccccc1	0.3	-3	-19	-7	14	6	16	3	-3	103
COc1ccccc1C(=O)NCCC(=O)NC(C)CCc1ccccc1 (configuration not stated)	-1.1	3	-7	-11	5	0	0	-7	-27	102
CCNC(=O)Nc1cc(OC)c(OC)cc1C(=O)O	-1.3	-7	20	-8	1	-5	0	0	1	97
CC(=O)c1cccc(NC(=O)CCS(=O)(=O)c2cc3c(cc2C)NC(=O)CO3)c1	-2.5	7	1	-1	8	3	1	-5	-1	104
COc1cccc(C(=O)N(Cc2ccccc2)Cc2cc3cc4c(cc3[nH]c2=O)OCCO4)c1	0.7	-2	-16	-8	15	30	3	-2	-12	98
Cc1cc2oc(C(=O)Nc3ccc(S(=O)(=O)Nc4ncccn4)cc3)c(C)c2cc1Cl	1.0	7	12	-11	4	-5	1	3	-7	92
Cn1cnnc1SC(C(=O)Nc1cccc(C(F)(F)F)c1)c1ccccc1 (configuration not stated)	-0.8	11	-7	4	9	-2	0	-1	10	102
O=S(=O)(Nc1ccc(O)cc1)c1cccc2cccnc12	-1.3	2	-12	4	-3	2	-1	8	3	99
CCCC(=O)Nc1cccc(-c2nc3ccccc3o2)c1	-2.0	-2	-30	-4	0	1	4	-3	-3	109
O=C(CC1SC2=NCCN2C1=O)Nc1ccc(Cl)cc1 (configuration not stated)	0.7	10	8	-9	-4	-4	2	2	6	98
CC(C)(C)CN1CCNC(=O)C1CC(=O)N1CCOc2ccccc2C1 (configuration not stated)	-3.1	-7	-5	-6	16	9	2	-3	4	106
CCN1CCN(C(=O)c2cc(S(=O)(=O)N3CCCCC3)ccc2Cl)CC1	-3.0	2	4	-8	5	0	0	-1	-8	100
Nc1nc2cc3ccccc3cc2[nH]c1=O	0.8	2	6	-5	28	2	3	0	-14	95
O=C(Cc1c(F)cccc1Cl)Nc1cc(S(=O)(=O)N2CCOCC2)ccc1N1CCOCC1	1.1	-4	14	0	5	0	-1	-1	-9	101
O=C(COc1ccccc1)NCC(=O)N/N=C/c1cccs1	1.8	4	-25	-6	-6	1	0	1	1	95
O=C(NC(=S)/C(=C1\CCCCCN1)[N+](=O)[O-])c1ccccc1	-0.8	0	x	-15	6	-31	-22	-4	4	95
O=C(NC(=S)Nc1ccccc1N1CCCCC1)c1ccco1	6.8	-8	-11	1	9	-4	-3	1	-2	100
COc1nc(Nc2ccc(OC)c(Cl)c2)nc(OC)n1	-1.4	0	-31	-7	4	-2	3	-2	2	97
CCC(c1nnnn1Cc1ccc(F)cc1)N1CCN(C2CCCCC2)CC1 (configuration not stated)	2.0	12	-5	8	-1	1	-4	0	-16	97
COc1ccc(N2C(=O)C3C4C=CC(CC4)C3C2=O)c([N+](=O)[O-])c1 (configuration not stated)	-2.7	2	-10	-8	-2	-24	-1	1	-5	196
Cc1ccc(C2(C)NC(=O)N(CC(=O)Nc3ccccc3N3CCCC3)C2=O)cc1 (configuration not stated)	-2.9	-10	x	1	-5	0	3	4	6	99
Nc1nc(N)nc(-c2cccc(Br)c2)n1	-0.4	-1	-36	-23	-7	-4	1	5	8	99
Cc1ccccc1N(C(=O)Cc1cccs1)C(C(=O)NC1CCCCC1)c1cn(C)nc1C (configuration not stated)	0.6	6	-5	1	27	6	-2	2	-1	98

In the list so far, these contain a furan ring, fused or not.
SMILES	MC4R barr agon	ABHD5-PLIN5 inh	SRC2 inh	NOD2 RIPK2 PPI	MC4R antagonist	Cardio protect	Glyco luc inh	m5-HT2A agonist	TLR9-MyD88 inh	ABCB6 inh MLPCN
CCCCC(=O)Nc1ccc(N2CCN(C(=O)c3ccco3)CC2)cc1	-1.8	11	13	-9	5	-3	1	7	-14	97
Cc1ccccc1CN1C(=O)C(C)S/C1=N/N=C/c1ccco1 (configuration not stated)	3.2	-3	0	-5	14	-1	-7	-2	-2	100
Cc1cc2oc(C(=O)Nc3ccc(S(=O)(=O)Nc4ncccn4)cc3)c(C)c2cc1Cl	1.0	7	12	-11	4	-5	1	3	-7	92
O=C(NC(=S)Nc1ccccc1N1CCCCC1)c1ccco1	6.8	-8	-11	1	9	-4	-3	1	-2	100

Going on with the list.
SMILES	MC4R barr agon	ABHD5-PLIN5 inh	SRC2 inh	NOD2 RIPK2 PPI	MC4R antagonist	Cardio protect	Glyco luc inh	m5-HT2A agonist	TLR9-MyD88 inh	ABCB6 inh MLPCN
CCOC(=O)Cc1csc(NC(=O)c2ccc(OC)c(OC)c2)n1	-0.5	3	4	-3	10	0	-1	0	-9	95
COc1cccc(CN(C)C(=O)c2cccc(S(=O)(=O)Nc3cccc(C)c3)c2)c1OC	-1.5	1	9	5	8	-1	-4	-5	6	91
O=C(CNS(=O)(=O)c1ccc(Br)s1)N1CCN(C(=O)c2ccco2)CC1	0.7	7	15	-8	0	1	-1	8	4	98
COC(=O)Cc1cc(=O)n2[nH]c(SC)nc2n1	-2.1	-4	-6	1	10	5	0	-2	6	89
CCOc1ccc(NC(=O)CN(C)C(=O)Cc2c[nH]c3ccccc23)cc1OCC	-1.6	-5	18	-4	0	2	3	-3	-6	94
Cc1cc(C)c2c(N)c(C(=O)Nc3ccccc3F)sc2n1	-0.4	-2	-86	1	0	-7	-6	2	-2	91
CCC(=O)N1CCc2cc(S(=O)(=O)CCC(=O)Nc3nc(C)cs3)ccc21	0.1	5	15	-4	5	8	-1	7	-5	99
O=C(NC1CCCN(Cc2ccc(Cl)cc2)C1)c1c(F)ccc(F)c1F (configuration not stated)	1.7	-4	16	-5	17	-1	-2	2	-11	98
O=C(NCCN1CCOCC1)Nc1ccccc1	-1.3	4	22	1	0	1	1	5	-5	90
Cc1cc(C)n(CCC(=O)N/N=C/c2ccc(Br)c([N+](=O)[O-])c2)n1	-2.5	-1	-24	11	8	1	2	1	10	93
Clc1ccc(CN2CCCCCC2)cc1	-0.7	1	-6	1	2	4	1	2	8	99
CC(NC(=O)CN(C1CCCCC1)S(C)(=O)=O)c1ccccc1 (configuration not stated)	-0.4	-5	22	-3	5	1	-2	0	-4	93
COc1ccc(C(=O)NCCC(C)C)cc1S(=O)(=O)N1CCOCC1	-1.6	-5	9	-2	-1	-1	0	-2	-6	100
O=C(Cn1cnc2c(cnn2-c2ccccc2)c1=O)N1CCN(c2ccc(F)cc2)CC1	-1.5	2	6	-2	9	-2	-2	2	-4	101
Cc1ccc(-c2nnc(Nc3ccc4c(c3)nc(C)n4C)c3ccccc23)cc1	0.5	14	7	12	0	0	-1	0	2	101
Cc1ccc(S(=O)(=O)N/N=C/c2ccc3nccnc3c2)cc1	0.3	-4	8	-9	-4	-2	2	6	-5	97
COc1cccc(OC)c1/C=C/C(=O)NC1CCCCC1	0.7	2	0	-10	15	11	-1	-4	-6	101
Nc1cc2[nH]c(=O)c3ccccc3c2cc1Br	2.4	-8	-75	-11	-2	62*	10	1	-8	101

Source: PubChem BioAssay (several laboratories)

The list is partial, so the mix of outcomes need not match the whole.
